CHO-K1 Ca antag: M1 antagonist counterscreen hit in parental CHO-K1 cells; 360,000 compounds, 0.6% hits; inhibition, % at 3 µM; ATP-induced calcium, Fluo-8 fluorescence;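 active = inhibition above a per-plate cutoff, the plate's mean sample inhibition plus 3 SD, cut at about 24% in these data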;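 also: 0% = DMSO plus EC80 ATP and 100% = DMSO alone without ATP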
TAAR1 antag: human TAAR1 antagonism; CHO RD-HGA16 TAAR1, Fluo-8 calcium fluorescence, antagonist; AID 624466; 360,000 compounds, 1.5% hits; inhibition, % at 3 µM; Q96RJ0;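 active = inhibition above a per-plate cutoff, the mean inhibition of test compounds on that plate plus 3 SD, cut at about 49% in these data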;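 also: 0% = DMSO plus EC80 beta-PEA response and 100% = DMSO alone without agonist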
Target sequence (Q96RJ0 whole entry, looked up): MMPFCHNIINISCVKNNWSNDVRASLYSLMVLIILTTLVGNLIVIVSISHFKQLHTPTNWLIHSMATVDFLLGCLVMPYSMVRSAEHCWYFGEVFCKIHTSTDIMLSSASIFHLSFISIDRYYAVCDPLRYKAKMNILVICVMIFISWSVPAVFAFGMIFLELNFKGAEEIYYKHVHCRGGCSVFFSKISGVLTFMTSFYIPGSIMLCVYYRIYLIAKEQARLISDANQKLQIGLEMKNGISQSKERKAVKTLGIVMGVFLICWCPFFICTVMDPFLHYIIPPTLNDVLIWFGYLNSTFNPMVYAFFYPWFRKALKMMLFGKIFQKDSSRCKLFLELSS
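Test system: hTAAR1-expressing CHO RD-HGA16 cells, Gα16-coupled; Probe or stimulus: EC80 β-phenethylamine stimulus; Compound dosing: single nominal final test compound concentration of 3 µM; Timing: 140 s kinetic read after compound, 140 s after agonist; Signal: Fluo-8 calcium-sensitive fluorescence; Measure: % inhibition of agonist calcium response; Controls: DMSO and EC80 PEA controls.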
CHO-K1 Ca PAM: nonselective activator or artifact in parental CHO-K1 calcium assay | ATP EC20, Fluo-8 calcium fluorescence; 0% at ATP EC20, 100% at ATP max | activation, % at 3 µM | 360,000 compounds, 0.02% hits;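 active = activation above the run cutoff, the mean activation of all test compounds plus 3 SD, cut at about 40% in these data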;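 also: peak over basal fluorescence ratio in a 140 s read after ATP addition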
CHO-K1 Ca ag: nonselective activator or artifact in parental CHO-K1 cells; Fluo-8 calcium fluorescence; scaled to maximal ATP response, vehicle zero; activation, % at 3 µM; 360,000 compounds, 0.48% hits; in the data active = activation above about 15%;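 also: untransfected CHO-K1 host cells lacking M1 receptor as counterscreen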
CHRM1 antagonist: antagonists of human M1 muscarinic receptor | CHO-K1 hM1, Fluo-8 calcium fluorescence, ACh EC80 antagonist | P11229 | 360,000 compounds, 1.3% hits | inhibition, % at 3 µM;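 active = percent inhibition above its own plate's cutoff, namely the mean of that plate's compound wells plus 3 SD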;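 also: peak over basal fluorescence ratio during 140 s after agonist addition; 0% = ACh EC80 plus DMSO and 100% = DMSO alone without agonist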
Target sequence (P11229 whole entry, looked up): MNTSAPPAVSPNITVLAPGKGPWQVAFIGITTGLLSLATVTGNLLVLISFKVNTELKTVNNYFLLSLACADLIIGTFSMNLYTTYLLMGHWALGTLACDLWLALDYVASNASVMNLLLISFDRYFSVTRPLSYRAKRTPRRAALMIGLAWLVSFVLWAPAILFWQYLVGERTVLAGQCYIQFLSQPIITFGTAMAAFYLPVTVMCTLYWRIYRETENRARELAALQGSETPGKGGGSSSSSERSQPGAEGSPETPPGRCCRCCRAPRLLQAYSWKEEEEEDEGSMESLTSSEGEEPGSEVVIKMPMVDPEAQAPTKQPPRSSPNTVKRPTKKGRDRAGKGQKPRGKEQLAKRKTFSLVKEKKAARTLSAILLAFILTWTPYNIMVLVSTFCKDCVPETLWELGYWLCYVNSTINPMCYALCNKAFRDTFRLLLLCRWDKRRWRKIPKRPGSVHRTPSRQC
M1 ag: human M1 muscarinic receptor agonism | CHO-K1 hM1, Fluo-8 calcium fluorescence, agonist mode; 0% DMSO, 100% acetylcholine EC100 | activation, % at 3 µM | 360,000 compounds, 0.33% hits;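 active = activation above the run's mean compound activation plus 3 SD, cut at about 16% in these data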;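 also: peak over basal fluorescence ratio within a 140 s kinetic read after compound addition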
OXTR potentiator: human OXTR potentiation; P30559; activation, % at 3 µM; 320,000 compounds, 0.061% hits; CHO-OTR cells, Fluo-8 calcium fluorescence, potentiator mode; 0% = oxytocin EC15, 100% = EC100;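 active = activation above that plate's cutoff, the mean activation of tested compounds plus 3 SD, cut at about 6.6% in these data, passing the limit was not always enough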;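 also: 100% uses oxytocin at 75 nM as the full agonist control; some results filed as inactive read as strong as hits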
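Assay system: CHO cell line stably expressing human OTR | Also added: Oxytocin at about EC15, sub-maximal agonist stimulus | Times: Compound 6 min at room temperature before oxytocin, 100 s read | Measured by: Fluo-8 intracellular calcium fluorescence, ex 470-495, em 515-575 nm | Controls: EC15 oxytocin alone as 0%, 75 nM oxytocin as 100%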
CHO parental Ca: signal in parental CHO cells, OX1R antagonist counter-screen; parental CHO-K1, ATP-induced calcium, Fluo-8 fluorescence; inhibition, % at 5.6 µM; 330,000 compounds, 0.63% hits; AID 463079;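 active = inhibition above that plate's mean sample inhibition plus 3 SD, cut at about 26% in these data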;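 also: 0% = ATP-challenged DMSO wells and 100% = DMSO wells without ATP; some compounds past the cut are filed as inactive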
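Assay system: parental CHO cells; Read-out basis: percent inhibition of ATP-evoked calcium rise, normalized to controls; Benchmarks: ATP and no-ATP DMSO wells; Compound dosing: single nominal dose of 5.6 µM per compound; Signal: Fluo-8 calcium dye fluorescence; Also added: ATP as calcium-mobilizing challenge; Repeats: singlicate.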
TAAR1 ag: human TAAR1 agonism; AID 624467; CHO RD-HGA16 TAAR1, Fluo-8 calcium fluorescence; vehicle wells 0%, saturating PEA agonist 100%; activation, % at 3 µM; 360,000 compounds, 0.99% hits; Q96RJ0;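 active = activation above the mean activation of all test compounds in the run plus 3 SD, cut at about 38% in these data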
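Assay system: CHO-derived RD-HGA16 cells with stable Gα16 and human TAAR1; timing: 17-24 h seeding, 75 min 37 °C dye, 30 min RT; read-out: % activation from peak over basal fluorescence ratio, DMSO-to-PEA scaled; measured by: kinetic Fluo-8 calcium fluorescence; benchmarks: low control DMSO, high control PEA (EC100); doses: 3 µM single concentration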
The depositor's hits bear a star; . = not tested or not shown.

cpd	mol	TAAR1 antag	CHRM1 antagonist	M1 ag	TAAR1 ag	CHO-K1 Ca antag
1	NNC(=O)c1oc2nc(-c3cccs3)cc(-c3ccco3)c2c1N	17	0	-4	4	-8
2	COc1ccc(N2CC(NS(=O)(=O)c3ccc4ccccc4c3)CC2=O)cc1 (stereo not given)	-5	-10	6	6	-1
3	CCOC(=O)CSc1nnc(CNc2ccc(Cl)cc2)n1-c1ccccc1	52*	-5	6	16	-8
4	CN(c1ccccc1)c1nc(N2CCCC2)nc(-n2ccnc2)n1	13	2	-6	7	3
5	CCOC(=O)N/N=C\c1ccc(OC(=O)c2ccco2)cc1	-7	-2	-5	10	2
6	CCOC(=O)C1(C)CCCN(C(=O)c2ccc(C)c(F)c2)C1 (stereo not given)	-16	-15	-8	1	-9
7	Cc1nc(-c2cccc(NC(=O)c3cccc(S(=O)(=O)N4CCCC4)c3)c2)cs1	53*	26	-1	9	-9
8	Nc1cccc(N2C(=O)c3cccc4c(N)ccc(c34)C2=O)c1	20	14	45*	25	-8
9	COc1ccc(CCC(=O)N2CCN(C(=O)c3ccccc3)CC2)cc1	-4	-15	-8	1	-1
10	COc1ccc(OC)c(C(c2nnnn2CCC(C)C)N2CCN(C(=O)c3ccco3)CC2)c1 (stereo not given)	2	-5	-3	6	-7
11	CCNC(=S)N/N=C/c1ccc(C(=O)O)cc1	-19	5	-4	2	-6
12	NC(=O)c1c(NC(=O)CCCn2cnc([N+](=O)[O-])n2)sc2c1CCCC2	-23	-7	-4	0	-10
13	CN(C(=O)c1cc(-n2cnnc2)ccc1Cl)c1ccccc1	-3	3	3	2	12
14	O=C(/C=C/c1cccc([N+](=O)[O-])c1)NCC1CCCO1 (stereo not given)	-11	-3	-5	4	-5
15	COc1ccc(Cl)cc1NC(=O)CNCc1cccs1	-13	-2	-4	2	-4

cpd	CHO-K1 Ca ag	CHO parental Ca	OXTR potentiator	CHO-K1 Ca PAM
1	1.9	-4	-11	4
2	6.4	-15	-16	7
3	3.5	11	-11	10
4	-0.3	-29	-11	1
5	-0.2	-11	-9	1
6	0.8	.	.	13
7	8.2	-9	-11	6
8	15*	20	-12	-3
9	-0.2	-8	-4	14
10	-0.1	-15	-1	6
11	0.7	-6	-4	-9
12	0.3	1	-13	14
13	-0.4	0	-8	-12
14	-0.2	-16	-13	10
15	1.6	-8	-15	0

Other compounds:
cpd	mol	TAAR1 antag	CHRM1 antagonist	M1 ag	TAAR1 ag	CHO-K1 Ca antag
16	CCN(CC)S(=O)(=O)c1ccc(N2CCOCC2)c(NC(=O)CCC2CCCCC2)c1	-1	9	-3	5	-12
17	CN(Cc1ccccc1)C(=O)COC(=O)c1ccc(Cl)c(N)c1	4	-4	-3	-1	-12
18	NC(=O)CSc1nc2cccnc2n1-c1ccc(F)cc1	-11	-5	0	0	-3
19	COc1ccccc1OCC(=O)Nc1ccccc1C(=O)N1CCCCC1	-19	-21	0	1	-3
20	CCOC(=O)c1sc(NC(=O)c2ccc(S(=O)(=O)N(C)C)cc2)cc1C	13	-7	-3	15	-6
21	CCC(=O)N1CCC1(C)C(=O)Nc1cccc(OC)c1 (stereo not given)	-10	-13	-2	0	2
22	CC(=O)N1CCN(S(=O)(=O)c2ccc(S(=O)(=O)NC3CCCCC3)cc2)CC1	0	12	-6	0	-1
23	Nc1oc2ccccc2c1C(=O)Cc1ccccc1O[C@@H]1O[C@H](CO)[C@@H](O)[C@H](O)[C@H]1O	2	-11	-3	1	-2
24	NC(=O)CSc1nc(-c2ccccc2Cl)ns1	5	-5	-2	3	2
25	COC(=O)c1ccc(CN2C(=O)C(C)N(C(=O)c3c(F)cccc3F)c3ccccc32)cc1 (stereo not given)	83*	0	-3	42*	-5
26	CN1N=C2c3ccccc3CCCC2C1c1ccc(F)cc1 (stereo not given)	-11	-2	-4	0	-12
27	O=C(COc1ccc(C(=S)N2CCOCC2)cc1)N1CCOCC1	-19	-7	-2	0	-8
28	CCn1c(SCC(=O)N2CC(=O)Nc3ccccc32)nnc1-c1ccoc1C	-1	-3	-6	9	1
29	COc1cccc2c1-c1c(C(=O)O)cccc1C2=O	-18	-9	0	10	-10
30	COC(=O)[C@@]12CCCCN1[C@H](c1ccc(-c3ccc(C(C)=O)cc3)cc1)[C@H]1C(=O)N(C)C(=O)[C@H]12	18	11	-6	10	-7

cpd	CHO-K1 Ca ag	CHO parental Ca	OXTR potentiator	CHO-K1 Ca PAM
16	0.3	-19	-14	17
17	0.4	-3	-6	26
18	-0.1	.	.	3
19	0.8	-7	-6	1
20	2.4	-15	-4	21
21	0.3	.	.	6
22	0.9	-21	8	7
23	1.0	-4	-5	16
24	0.0	3	-5	-1
25	3.4	-13	-15	5
26	0.0	3	-7	13
27	0.3	3	-4	-8
28	0.1	-12	-17	6
29	0.8	-8	-7	3
30	0.7	-16	-6	14

Part of the list above, in transposed form.
1. NNC(=O)c1oc2nc(-c3cccs3)cc(-c3ccco3)c2c1N
2. COc1ccc(N2CC(NS(=O)(=O)c3ccc4ccccc4c3)CC2=O)cc1 (stereo not given)
3. CCOC(=O)CSc1nnc(CNc2ccc(Cl)cc2)n1-c1ccccc1
4. CN(c1ccccc1)c1nc(N2CCCC2)nc(-n2ccnc2)n1
5. CCOC(=O)N/N=C\c1ccc(OC(=O)c2ccco2)cc1
6. CCOC(=O)C1(C)CCCN(C(=O)c2ccc(C)c(F)c2)C1 (stereo not given)
7. Cc1nc(-c2cccc(NC(=O)c3cccc(S(=O)(=O)N4CCCC4)c3)c2)cs1
8. Nc1cccc(N2C(=O)c3cccc4c(N)ccc(c34)C2=O)c1

Screen / compound no.	1	2	3	4	5	6	7	8
TAAR1 antag	17	-5	52*	13	-7	-16	53*	20
CHRM1 antagonist	0	-10	-5	2	-2	-15	26	14
M1 ag	-4	6	6	-6	-5	-8	-1	45*
TAAR1 ag	4	6	16	7	10	1	9	25
CHO-K1 Ca antag	-8	-1	-8	3	2	-9	-9	-8
CHO-K1 Ca ag	1.9	6.4	3.5	-0.3	-0.2	0.8	8.2	15*
CHO parental Ca	-4	-15	11	-29	-11	.	-9	20
OXTR potentiator	-11	-16	-11	-11	-9	.	-11	-12
CHO-K1 Ca PAM	4	7	10	1	1	13	6	-3

9. COc1ccc(CCC(=O)N2CCN(C(=O)c3ccccc3)CC2)cc1
10. COc1ccc(OC)c(C(c2nnnn2CCC(C)C)N2CCN(C(=O)c3ccco3)CC2)c1 (stereo not given)
11. CCNC(=S)N/N=C/c1ccc(C(=O)O)cc1
12. NC(=O)c1c(NC(=O)CCCn2cnc([N+](=O)[O-])n2)sc2c1CCCC2
13. CN(C(=O)c1cc(-n2cnnc2)ccc1Cl)c1ccccc1
14. O=C(/C=C/c1cccc([N+](=O)[O-])c1)NCC1CCCO1 (stereo not given)
15. COc1ccc(Cl)cc1NC(=O)CNCc1cccs1

Screen / compound no.	9	10	11	12	13	14	15
TAAR1 antag	-4	2	-19	-23	-3	-11	-13
CHRM1 antagonist	-15	-5	5	-7	3	-3	-2
M1 ag	-8	-3	-4	-4	3	-5	-4
TAAR1 ag	1	6	2	0	2	4	2
CHO-K1 Ca antag	-1	-7	-6	-10	12	-5	-4
CHO-K1 Ca ag	-0.2	-0.1	0.7	0.3	-0.4	-0.2	1.6
CHO parental Ca	-8	-15	-6	1	0	-16	-8
OXTR potentiator	-4	-1	-4	-13	-8	-13	-15
CHO-K1 Ca PAM	14	6	-9	14	-12	10	0

Further records
cpd	mol	TAAR1 antag	CHRM1 antagonist	M1 ag	TAAR1 ag	CHO-K1 Ca antag
31	Cc1nn(C)cc1C1Nc2ccccc2C(=O)N1O (stereo not given)	-5	0	-2	0	-4
32	COc1ccccc1N1CC(C(=O)Nc2nc(C)cs2)CC1=O (stereo not given)	-15	1	-5	14	3
33	Oc1ccc(C[C@@H]2CNCCN2CCc2cccc(F)c2)cc1	16	-14	3	1	-6
34	CC(C)CNC(=O)COC(=O)c1cc(S(=O)(=O)N(C)C)ccc1N1CCCC1	-14	-2	-11	5	0
35	CCCCn1c(N)c(N(CC(C)C)C(=O)Cn2c(=O)cnc3ccccc32)c(=O)[nH]c1=O	-11	-2	-2	2	1
36	COc1ccc(/C=C2\SC(=O)N(CCNC(=O)Cc3coc4cc(C)ccc34)C2=O)cc1OC	18	6	-8	-1	-4
37	CCOC(=O)C1(Cc2ccccc2C)CCCN(C(=O)c2cc(CC)nn2C)C1 (stereo not given)	15	-1	-3	7	-13
38	Cc1csc(SCC(=O)NCc2cccs2)n1	-3	1	-3	3	-4
39	CC(Sc1nncn1C)C(=O)Nc1ccc(S(N)(=O)=O)cc1 (stereo not given)	-13	-26	-1	4	-12
40	O=S(=O)(Nc1cccc(-n2cnnn2)c1)c1ccccc1F	-12	-8	-2	1	6
41	Cc1ccc(C2=NOC(=O)/C2=C\C=C\c2ccccc2)cc1	4	18	-3	25	-16

cpd	CHO-K1 Ca ag	CHO parental Ca	OXTR potentiator	CHO-K1 Ca PAM
31	0.2	2	-6	14
32	0.5	-9	-3	-8
33	0.3	8	-2	12
34	0.8	-24	-2	0
35	0.6	-5	-4	5
36	4.1	-32	-11	17
37	1.2	-25	-1	7
38	0.0	1	5	4
39	0.9	-1	-1	0
40	0.4	-4	-4	-8
41	1.3	.	.	-9
